S3 lipid droplet: qHTS Assay for Lipid Storage Modulators in Drosophila S3 Cells; Drosophila S3 cells, BODIPY lipid droplet fluorescence, 18-24 h; cells fed with added oleic acid; lipid storage change, negative = inhibition, % at the top dose, mostly 46.1 µM; hits show Potency in µM; 320,000 tested, 0.64% active; active means well fitted inhibition curve with a large enough effect in the signal ratio, with a control signal flat, not every such curve was filed as active; inconclusive means small, poorly fitted or top-dose-only effect, or effect the other way, or a change in a side signal; the % refers to the signal ratio
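Laser-scanning cytometry quantifies lipid droplet accumulation (500–530 nm total intensity; droplet/cell object ratio) in oleic acid-fed (400 uM added) Drosophila S3 cells treated with a concentration series. 20 uM Triacsin C defined 100% inhibition.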
S3 lipid droplet cell count max: second read-out of S3 lipid droplet, no call of its own (marks repeat the call); cell number change, %; measured here: cell count max response;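 cells counted by Cell Tracker Red CMTPX staining in the red channel; peak over a dose series mostly up to 46.1 µM; percent activity relative to internal control wells on each plate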
The depositor's hits bear a star; i = inactive; ? = inconclusive; · = not tested or not shown. On the % scale 0 is the no-effect control and ±100 the full control effect; potency means the concentration at half of the fitted maximal effect. These rows are one share of the data; rates above refer to the full screens.

mol,S3 lipid droplet,S3 lipid droplet cell count max
COc1ccc(/C(C)=N/NC(=O)Cn2nc([N+](=O)[O-])cc2C)cc1,9.5%,20.3
COc1ccc(NC(=O)N(CCN2CCCC2)Cc2cc3cc(OC)c(OC)cc3[nH]c2=O)cc1,-0.3%,4.5
c1cc(-n2cnnn2)ccc1NC1=NCCC1,?,·
O=C(/C=C/c1cccc([N+](=O)[O-])c1)N1CCOCC1,11.4%,·
CCCN(CC1CC1)C(=S)Nc1ccc(Oc2ccccc2)cc1,1.7%,-4.4
COc1cc(C(=O)N(Cc2ccc(C)o2)C2CCS(=O)(=O)C2)cc(OC)c1OC (stereo not given),i,-6.1
Cc1cc(C)nc(SCCc2ccncc2)n1,?,·
Cc1cnc(NC(=O)Cc2ccccc2F)s1,?,·
Cc1cc2nnc(SCC(=O)NCC(c3ccccc3)N(C)C)n2c2ccccc12 (stereo not given),?,·
CCOC(=O)c1sc(=S)n(-c2ccccc2)c1SC,8.0%,-14.3
CC(=O)Nc1ccc(S(=O)(=O)N2CCC(C(=O)O)CC2)cc1,?,·
O=C(Cn1c2ccc(F)cc2c2nc3n(c(=O)c21)CCS3)NC1CCCC1,?,·
O=C1CN(C(=O)CC2c3ccccc3-c3ccccc32)CC(=O)N1,?,·
COCCn1cnnc1SCC(=O)Nc1cccc(S(=O)(=O)N2CCCCC2)c1,?,·
Cn1cc(C(=O)c2ccc(F)cc2)cc1-c1nc2ccccc2n1C,?,·
COC(=O)c1cc2c(=O)n3cccc(C)c3nc2n(Cc2cccnc2)c1=N,i,2.7
O=C(c1cccc(Cl)c1)C1CCCN(C(=O)c2ccc3c(c2)OCO3)C1 (stereo not given),?,·
O=C(N/N=C/c1ccc(O)cc1O)C(=O)N/N=C/c1ccc(O)cc1O,?,·
CC(C)OC(=O)c1ccc(N2CCN(c3ccccc3F)CC2)nc1,4.4%,-0.6
CCC(C)N(C(=O)COC(=O)c1ccc(=O)n(Cc2ccccc2)n1)C1CCS(=O)(=O)C1 (stereo not given),i,-2.7

An excerpt of these results, with values ahead of the structure:
S3 lipid droplet | S3 lipid droplet cell count max | mol
? | · | CC(=O)Nc1ccc(S(=O)(=O)N2CCC(C(=O)O)CC2)cc1
? | · | O=C1CN(C(=O)CC2c3ccccc3-c3ccccc32)CC(=O)N1
? | · | O=C(Cn1c2ccc(F)cc2c2nc3n(c(=O)c21)CCS3)NC1CCCC1
? | · | O=C(c1cccc(Cl)c1)C1CCCN(C(=O)c2ccc3c(c2)OCO3)C1 (stereo not given)
i | -2.7 | CCC(C)N(C(=O)COC(=O)c1ccc(=O)n(Cc2ccccc2)n1)C1CCS(=O)(=O)C1 (stereo not given)

(listing goes on)
mol,S3 lipid droplet,S3 lipid droplet cell count max
CCOc1ccc(S(=O)(=O)NCC2CCCO2)cc1NC(=O)c1ccccc1F (stereo not given),i,23.9
O=C(CSc1nc2scc(-c3ccccc3)c2c(=O)[nH]1)NC1CCCCC1,2.7%,8.8
Cc1cc(C)n(C(C)n2nc(C)cc2C)n1,?,·
CN=C(Nc1cc(Cl)ccc1Cl)SC1CC(=O)N(c2ccc(C(=O)OC)cc2)C1=O (stereo not given),28.0%,-4.1
CC1=CC(C)(C)NC(=S)N1NC(=O)c1ccccc1Cl,-26.6%,·
Cc1ccc(C(=O)NCCc2nnc3ccc(SCC(=O)N4CCCCC4)nn23)cc1,?,·
Cc1ccc(N2C(S)=C(C#N)C(=O)NC2c2ccco2)cc1 (stereo not given),?,·
CCC1C(=O)NCCN1C(=O)CCc1nnc(CCc2ccc(OC)cc2)o1 (stereo not given),14.8%,4.9
COc1ccc(-c2nc3ccccc3c(=O)n2CCOc2cccc(C)c2C)cc1,2.2%,-13.9
COC1(OC)N=C(N)C2(C#N)C(c3ccccc3)NC(C)=CC12C#N (stereo not given),21.8%,7.7
CC1CC(C)CN(C(=O)c2ccc3c(c2)N(Cc2ccccc2)CCS3)C1 (stereo not given),?,·
O=C(NCCS(=O)(=O)NCc1ccccc1)c1ccccc1,-2.2%,-4.0
Cc1ccc(N2CN=C(c3ccccc3)NC2=S)cc1,i,·
CCCS(=O)(=O)N1CCN=C1SCc1cccc(F)c1,i,-7.1
CCNc1c(NS(=O)(=O)c2ccc([N+](=O)[O-])cc2)c(=O)oc2ccccc12,?,·
CCOC(=O)c1cc(C)n(-c2ccc(OC)c(OC)c2)c1C,17.4%,-11.6
CC(=O)Nc1cccc2c1[n+]([O-])c(C)c(C)[n+]2[O-],i,-5.1
COc1ccc2oc(C(=O)Nc3nc4ccccc4[nH]3)c(C)c2c1,?,·
CCN=C1SC(CC(=O)Nc2ccccc2OCC)C(=O)N1CC (stereo not given),?,·
Cc1cc2c(ncn2C)c(NS(=O)(=O)c2ccccc2Cl)c1C,i,·
COc1ccc(CC(=O)NC2CCSc3ccccc32)c(OC)c1 (stereo not given),i,-12.7
CC1CCCCC1NCc1cccc([N+](=O)[O-])c1 (stereo not given),?,·
COc1ccc(CCC(=O)NNC(=O)Nc2cc(Cl)ccc2C)cc1,?,·
S=c1[nH]nc(C2CCCCC2)n1/N=C/c1c(Cl)cccc1Cl,?,·
CSc1ccc(S(=O)(=O)NCC(=O)OCCOc2ccccc2)cc1[N+](=O)[O-],?,·
O=C(NC(=S)Nc1ccccc1C(F)(F)F)c1ccccc1F,?,·
Cc1ccccc1NCc1nc2ccccc2n1C,i,-2.5
CCNC(=O)COc1ccc(/C=C2\COc3ccccc3C2=O)cc1OC,3.66µM*,·
CC(C)CN(C(=O)COC(=O)CN1C(=O)c2ccccc2C1=O)c1c(N)n(Cc2ccccc2)c(=O)[nH]c1=O,?,·
CCOC(=O)C1CCN(C(=O)Cc2ccc(C)cc2)CC1,?,·
CNS(=O)(=O)c1cc2c3c(cccc3c1)C(=O)NC2=O,2.8%,4.4
Cn1c(SCC(=O)Nc2ccc3[nH]c(=O)[nH]c3c2)nnc1-c1ccc(F)cc1,0.4%,-3.2
CCOC(=O)C1=C(c2ccccc2)OC(N)=C(C#N)C1c1ccco1 (stereo not given),13.0%,-14.0
Cc1ccc(S(=O)Cc2ccc(C(=O)N3CCN(C(=O)c4ccco4)CC3)o2)cc1 (stereo not given),i,12.5
Cc1coc2c1c(C)cc1oc(=O)c(CC(=O)NCCC(=O)O)c(C)c12,5.9%,12.8
Cn1c(=O)c2c(nc(SCc3ccccn3)n2C)n(C)c1=O,14.3%,-19.6
Fc1ccccc1CN1CCCCCCC1,?,·
Cc1cccc(CSc2nnc(-c3ccco3)n2C)c1,?,·
O=C1C(=O)N(c2ccc(O)cc2)C(c2ccccc2[N+](=O)[O-])/C1=C(\O)c1ccccc1 (stereo not given),?,·
CC(C)CNS(=O)(=O)c1ccc(CCC(=O)N2CCCC2)cc1,-12.4%,-11.5
CC(C)c1nnc(NC(=O)CCC2CCCCC2)s1,i,·
Cc1ccc(C(=O)C2=C(O)C(=O)N(c3ncccn3)C2c2cccc(Cl)c2)o1 (stereo not given),?,·
Cn1c(CN2CCN(c3cccc(Cl)c3)CC2)nc2ccccc21,0.3%,4.4
Cc1cc(C(=O)c2cccs2)c(N)s1,?,·
O=C(CC1(c2ccc(Cl)cc2)C2CC3CC(C2)CC1C3)NCCO (stereo not given),?,·
Cc1ccc(C(=O)N/C(=C\c2ccc(-c3cccc([N+](=O)[O-])c3)o2)C(=O)NC(C)(C)C)cc1,-9.3%,-3.0
COc1nc(NCc2ccco2)nc(N2CCC(C)CC2)n1,?,·
COCCN1CCN(C(=O)C2CCC(=O)N(Cc3cccc(C(F)(F)F)c3)C2)CC1 (stereo not given),i,2.3
CSc1ccc(CCNC(=O)c2cc(C)nn2-c2ccccc2)cc1,22.7%,·
O=C(Nc1cccc(Cl)c1)NC1CC2CCC(C1)N2Cc1ccco1 (stereo not given),?,·

(cont.)
mol,S3 lipid droplet,S3 lipid droplet cell count max
COc1ccc(N(Cc2ccccc2)S(=O)(=O)c2cccc(C(=O)NC3=NCCS3)c2)cc1,-3.3%,9.7
CC(C)(C)OC(=O)N1CCC(NC(=O)c2[nH]cnc2C(=O)Nc2ccon2)CC1,-11.1%,20.2
CCOC(=O)C1CCCN(C(=O)Cn2nc(Cc3cccnc3)c3ccccc3c2=O)C1 (stereo not given),6.0%,0.2
CC1=NNC(=O)C1CCC(=O)N/N=C\c1ccc(Cl)c(Cl)c1 (stereo not given),?,·
c1coc(-c2nc3nc4ccccc4nc3n2CC2CCCO2)c1 (stereo not given),?,·
CCC(=O)N1CCc2cc(OC)c(OC)cc2C1COc1ccc(C(=O)OC)cc1 (stereo not given),?,·
C/C(=N\NC(=O)Cc1cc(=O)[nH][nH]1)c1cccc([N+](=O)[O-])c1,17.8%,17.6
COC(=O)[C@@H]1CCCN1C(=O)CCc1nnc(CCC2CCCCC2)o1,11.6%,-3.6
CC1CCCC(NC(=O)CC2Nc3ccccc3NC2=O)C1C (stereo not given),-2.1%,-7.9
N=C(N)N1CCN(Cc2ccccc2)CC1,7.6%,-6.6
CC(C)C(NC(=O)C(c1ccccc1)c1ccccc1)c1nc2ccccc2[nH]1 (stereo not given),?,·
Cc1nc2c3cnn(-c4ccc(C)c(C)c4)c3ncn2n1,?,·
CNC(=O)COC(=O)c1c2c(nc3ccccc13)CCC2,0.5%,-0.4
C/C(=N\NC(=O)CN(c1ccccc1Br)S(C)(=O)=O)c1ccc2c(c1)OCCO2,-4.7%,·
Cc1oncc1-c1csc(-c2ccccc2Cl)n1,?,·
O=C1CC(C(F)(F)C(F)(F)C(F)(F)C(F)(F)F)=Nc2ccccc2N1,?,·
Cc1ccc(C(=O)CSC2=NC(N)=C(C#N)C3(CCCCC3)C2C(N)=O)cc1 (stereo not given),?,·
O=C(NCCCN1CCOCC1)c1ccccc1NS(=O)(=O)c1cc([N+](=O)[O-])ccc1Cl,-0.5%,0.3
Cc1ccccc1CN(C)C(C)C(=O)Nc1ccccc1F (stereo not given),?,·
Cc1ccc(S(=O)(=O)Nc2cc(C)cn(Cc3ccc(F)cc3)c2=O)cc1,?,·
COc1cccc(CC(=O)N2CCN(c3ccccc3[N+](=O)[O-])CC2)c1,?,·
C=CCN1C(=O)CN=C1Nc1cc(C)ccc1C,14.3%,·
Cc1c(Br)c([N+](=O)[O-])nn1CC(=O)Nc1ccc(Cc2ccncc2)cc1,?,·
N#CCCn1cc(C(=O)Nc2cccc(C(=O)O)c2)c(-c2ccc(Cl)cc2)n1,?,·
COC(=O)c1c(-c2ccc(C)cc2)csc1NC(=O)Cc1ccc(OC)c(OC)c1,?,·
C=C(c1cccc2ccccc12)P(=O)(O)O,?,·
CCc1ccc(C(C)NC(=O)C2CCCO2)cc1 (stereo not given),i,3.6
Cc1nc(Cl)c(C(=O)NCCc2ccccc2)c(C)c1[N+](=O)[O-],?,·
CCCCCOC(=O)c1ccc(NC(=O)c2ccco2)cc1,i,-18.6
Cc1c2c(n3c(nc4ccccc43)c1C#N)N(c1ccccc1)CC2,?,·
Cc1ccnc(NC(=O)COC(=O)C23CC4CC(CC(C4)C2)C3)n1,1.2%,8.2
CC(C)(C)c1[nH]nc2c1C(c1ccco1)C(C#N)=C(N)O2 (stereo not given),-14.9%,6.8
CCOc1cc2[nH]c(=S)n(Cc3ccc(C(=O)NCCCOC)cc3)c(=O)c2cc1OCC,?,·
COc1ccc(S(=O)(=O)NC(CC(=O)NCc2ccc3c(c2)OCO3)c2ccco2)cc1 (stereo not given),?,·
Cc1ccccc1OCc1nc2ccccc2c(=O)n1/N=C/c1c[nH]c2ccccc12,?,·
CCc1c(O)nc(SCC(=O)Nc2ccccc2OC)[nH]c1=O,-2.3%,10.7
CCC(=O)N1CCc2cc(S(=O)(=O)CCC(=O)N3CCc4ccccc4C3)ccc21,?,·
CCCC(=O)O/N=C(\c1ccccc1)c1ccncc1,10.1%,13.9
C=CCC(O)(CC=C)CNC(=O)c1ccc(OC)c(OC2CCN(C(C)=O)CC2)c1,i,-8.0
CCN1CCc2c(sc(NC(=O)c3ccc(S(=O)(=O)N4CCOCC4)cc3)c2C(=O)OC)C1,?,·
O=C(CCN=C1NS(=O)(=O)c2ccccc21)OCc1cccc(Cl)c1,i,-8.2
COc1cccc(-c2nc(-c3ccc(NC(=O)Cc4ccccc4OC)cc3)no2)c1,?,·
N#Cc1ccccc1CSc1nnc(-c2ccncc2)o1,i,16.7
O=C(Nc1ccccc1)Nc1cc(OCC(F)(F)F)cc(OCC(F)(F)F)c1,?,·
CCOc1ccc(S(=O)(=O)N/N=C(\C)Cc2ccc(OC)cc2)cc1,?,·
Cc1c(C(C)O)nnn1-c1nonc1N (stereo not given),?,·
COc1cc(OC)c(OC)cc1CNC1CCCCCC1,?,·
COc1ccc(N(C(=O)c2ccncc2)S(=O)(=O)c2ccc(F)cc2)cc1,?,·
O=C(Nc1ccccn1)c1sc2cccc(F)c2c1Cl,1.6%,9.3

Screening results deposited in PubChem BioAssay by National Center for Advancing Translational Sciences (NCATS).
